# TcdB inh = TcdB glycohydrolase inhibition; P18177; TcdB glycohydrolase enzymatic assay, plate reader; inhibition, % at 9.99 µM; 350,000 tested, 0.24% active; AID 652162; in the data active = inhibition above about 10%
# Target sequence (P18177 whole entry, looked up): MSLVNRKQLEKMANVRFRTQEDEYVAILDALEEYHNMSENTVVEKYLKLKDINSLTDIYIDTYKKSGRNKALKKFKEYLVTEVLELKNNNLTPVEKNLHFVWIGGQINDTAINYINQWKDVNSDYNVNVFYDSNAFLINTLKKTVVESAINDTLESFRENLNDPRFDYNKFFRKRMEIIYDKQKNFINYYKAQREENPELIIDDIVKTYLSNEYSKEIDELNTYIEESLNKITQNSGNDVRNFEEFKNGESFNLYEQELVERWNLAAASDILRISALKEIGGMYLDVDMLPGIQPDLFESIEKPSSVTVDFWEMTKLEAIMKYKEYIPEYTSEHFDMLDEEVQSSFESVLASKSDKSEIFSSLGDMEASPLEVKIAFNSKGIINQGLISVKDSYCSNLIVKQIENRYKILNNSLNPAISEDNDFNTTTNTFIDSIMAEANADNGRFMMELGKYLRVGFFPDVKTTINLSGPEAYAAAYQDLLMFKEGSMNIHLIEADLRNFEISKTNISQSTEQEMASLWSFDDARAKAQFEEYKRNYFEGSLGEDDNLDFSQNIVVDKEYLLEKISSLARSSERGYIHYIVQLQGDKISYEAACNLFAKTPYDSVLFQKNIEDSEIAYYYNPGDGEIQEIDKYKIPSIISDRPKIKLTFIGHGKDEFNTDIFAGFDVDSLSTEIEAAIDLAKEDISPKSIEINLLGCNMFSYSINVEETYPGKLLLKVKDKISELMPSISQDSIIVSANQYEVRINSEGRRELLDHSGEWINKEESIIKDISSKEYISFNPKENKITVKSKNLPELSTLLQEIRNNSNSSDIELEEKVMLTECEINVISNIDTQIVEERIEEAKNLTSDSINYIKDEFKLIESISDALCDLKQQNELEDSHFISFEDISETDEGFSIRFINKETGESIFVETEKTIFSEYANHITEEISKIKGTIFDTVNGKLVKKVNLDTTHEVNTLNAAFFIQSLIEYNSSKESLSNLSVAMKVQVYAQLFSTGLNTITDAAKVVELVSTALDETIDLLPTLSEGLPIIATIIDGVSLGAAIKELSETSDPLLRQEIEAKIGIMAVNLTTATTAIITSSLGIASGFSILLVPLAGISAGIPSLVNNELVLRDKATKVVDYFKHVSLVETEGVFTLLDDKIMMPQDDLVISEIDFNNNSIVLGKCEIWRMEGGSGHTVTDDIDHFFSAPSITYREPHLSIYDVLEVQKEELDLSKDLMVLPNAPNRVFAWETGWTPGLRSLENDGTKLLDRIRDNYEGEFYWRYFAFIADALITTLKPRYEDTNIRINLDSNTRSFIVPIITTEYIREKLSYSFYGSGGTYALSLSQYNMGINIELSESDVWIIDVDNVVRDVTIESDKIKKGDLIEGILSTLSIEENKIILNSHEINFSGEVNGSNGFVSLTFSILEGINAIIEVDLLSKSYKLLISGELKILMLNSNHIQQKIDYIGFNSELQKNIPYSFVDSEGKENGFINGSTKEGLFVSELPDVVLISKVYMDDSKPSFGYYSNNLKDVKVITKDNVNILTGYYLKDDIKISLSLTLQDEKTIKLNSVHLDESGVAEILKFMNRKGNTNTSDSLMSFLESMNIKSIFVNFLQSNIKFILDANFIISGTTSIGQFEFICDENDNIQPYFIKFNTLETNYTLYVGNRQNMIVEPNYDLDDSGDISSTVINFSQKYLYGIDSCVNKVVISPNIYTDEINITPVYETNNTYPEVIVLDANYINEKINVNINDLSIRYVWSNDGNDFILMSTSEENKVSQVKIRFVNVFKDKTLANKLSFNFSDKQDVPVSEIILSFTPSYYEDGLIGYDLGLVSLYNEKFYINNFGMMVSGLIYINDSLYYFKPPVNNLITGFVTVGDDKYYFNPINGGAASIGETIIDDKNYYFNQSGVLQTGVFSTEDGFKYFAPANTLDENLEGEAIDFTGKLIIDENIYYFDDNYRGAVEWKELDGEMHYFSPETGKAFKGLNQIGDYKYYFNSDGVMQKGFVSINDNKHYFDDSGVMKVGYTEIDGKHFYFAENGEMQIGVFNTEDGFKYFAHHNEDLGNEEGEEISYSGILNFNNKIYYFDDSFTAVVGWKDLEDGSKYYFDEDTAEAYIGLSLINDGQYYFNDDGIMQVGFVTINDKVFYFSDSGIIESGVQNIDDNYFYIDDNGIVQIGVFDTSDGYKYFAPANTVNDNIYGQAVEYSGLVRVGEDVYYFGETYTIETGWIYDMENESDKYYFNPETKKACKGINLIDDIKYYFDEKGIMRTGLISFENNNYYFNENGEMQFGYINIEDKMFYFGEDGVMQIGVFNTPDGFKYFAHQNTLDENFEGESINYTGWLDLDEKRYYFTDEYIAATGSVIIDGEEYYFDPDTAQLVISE
# An asterisk follows results filed as active. A portion of the library; rates above refer to the full screens.
SMILES,TcdB inh
C[C@H](CO)N1C[C@H](C)[C@H](CN(C)Cc2ccccc2C(F)(F)F)OCc2cn(nn2)CCCC1=O,0.3
C[C@H]1CN([C@@H](C)CO)S(=O)(=O)c2ccc(C#CCN(C)C)cc2O[C@@H]1CN(C)C(=O)c1ccccc1F,-0.5
CN1CCCCN2[C@H](C1)[C@H](c1ccc(Br)cc1)[C@@H]2CO,-0.6
O=C(NC1CCCC1)N1CCCCN2[C@H](C1)[C@H](c1ccc(-c3ccncc3)cc1)[C@@H]2CO,-0.2
C[C@@H]1CN([C@@H](C)CO)C(=O)c2cc(NC(=O)CCC(F)(F)F)ccc2O[C@@H]1CN(C)S(=O)(=O)c1cn(C)cn1,-3.4
COc1cccc(-c2cnc3c(c2)C(=O)N([C@H](C)CO)C[C@H](C)[C@H](CN(C)C(=O)NC2CCCCC2)O3)c1,0.3
CN(C)C(=O)C[C@@H]1CC[C@@H]2[C@H](COC[C@H](O)CN2Cc2ccc(C(F)(F)F)cc2)O1,0.1
N#C[C@H]1[C@@H](c2ccccc2-c2cccc(F)c2)[C@H](CO)N1C(=O)C1CCC1,-0.4
C[C@@H]1CN([C@H](C)CO)C(=O)c2cc(C3=CCCCC3)cnc2O[C@H]1CN(C)C(=O)Cc1ccccc1,0.6
C[C@H]1CCCCO[C@H](CN(C)Cc2ccc(C(F)(F)F)cc2)[C@@H](C)CN([C@@H](C)CO)C(=O)c2cc(NS(=O)(=O)c3ccc(F)cc3)ccc2O1,-0.1
CCNC(=O)C[C@@H]1CC[C@@H]2[C@H](COc3ccc(NS(=O)(=O)c4ccccc4C)cc3C(=O)N2C)O1,-0.2
C[C@H]1CN([C@@H](C)CO)C(=O)c2cccc(NC(=O)Nc3cccc4ccccc34)c2O[C@H]1CN(C)CC1CC1,-0.6
COCC(=O)N1CC[C@@H]2[C@H](CO)Nc3ccc(C#Cc4ccccc4)cc3[C@@H]21,-0.5
CO[C@@H]1CN(C)C(=O)c2cc(NC(=O)C3CCOCC3)ccc2OC[C@@H](C)N(Cc2nccs2)C[C@H]1C,-0.2
COc1ccc(S(=O)(=O)Nc2ccc3c(c2)CC(=O)N([C@@H](C)CO)C[C@H](C)[C@H](CN(C)Cc2ccc4c(c2)OCO4)O3)cc1,-3.3
COCC(=O)N1[C@H](C(=O)Nc2ccccc2)[C@@H](CO)[C@@H]2Cn3c(ccc(-c4cccnc4)c3=O)[C@@H]21,-0.1
COc1ccc(CN(C)C[C@H]2Oc3ccc(NC(=O)C4CC4)cc3C(=O)N([C@H](C)CO)C[C@H]2C)cc1,-0.3
COc1ccc2c3c([nH]c2c1)[C@@H](CO)N(C(=O)C1CC1)CC31CCN(Cc2nccs2)CC1,0.5
CC(C)NC(=O)N(C)C[C@H]1Oc2ccc(NC(=O)C3CC3)cc2C(=O)N([C@H](C)CO)C[C@H]1C,0.4
O=C(c1cnccn1)N1CC(=O)N2[C@H](CO)[C@H](c3ccc(C#CC4CCCCC4)cc3)[C@@H]2C1,0.6
C[C@@H]1CN([C@@H](C)CO)C(=O)c2cccc(NC(=O)Nc3ccccc3)c2O[C@H]1CN(C)Cc1ccc(C(=O)Nc2ccccc2N)cc1,0.9
C#CCN([C@H](/C=C/C1CC1)[C@@H](O)Cc1ccccc1)[C@@H](Cc1ccccc1)C(=O)OC,-0.4
C[C@H]1CN([C@@H](C)CO)C(=O)Cc2cc(NC(=O)Cc3cn(C)c4ccccc34)ccc2O[C@H]1CN(C)C(=O)NC1CCCCC1,0.1
COc1ccc(-c2ccc([C@@H]3[C@@H](CO)N(C(=O)NC4CCCC4)[C@H]3C#N)cc2)cc1,-3.0
Cc1ccc(S(=O)(=O)N[C@H]2CC[C@H](CCn3cc(C4CC4)nn3)O[C@H]2CO)cc1,0.3
Cc1ccc(S(=O)(=O)N(C)C[C@H]2OCCCC[C@@H](C)Oc3ccc(N(C)C)cc3C(=O)N([C@H](C)CO)C[C@H]2C)cc1,-3.7
COc1cccc(NC(=O)N(C)C[C@H]2Oc3cc(-c4cccc(C(=O)N(C)C)c4)ccc3S(=O)(=O)N([C@H](C)CO)C[C@H]2C)c1,1.0
COc1ccc(NC(=O)N(C)C[C@H]2Oc3cc(-c4ccncc4)ccc3S(=O)(=O)N([C@@H](C)CO)C[C@H]2C)cc1,0.1
COCC(=O)N(C)C[C@H]1Oc2cc(C#Cc3cccnc3)ccc2S(=O)(=O)N([C@@H](C)CO)C[C@H]1C,1.3
COc1ccccc1S(=O)(=O)N[C@H]1C=C[C@@H](CC(=O)N2CCCCC2)O[C@@H]1CO,-2.0
C[C@@H]1CN([C@H](C)CO)C(=O)Cc2cc(NC(=O)Nc3ccc4c(c3)OCO4)ccc2O[C@H]1CN(C)CC1CC1,0.3
CCCC#Cc1cnc2c(c1)C(=O)N([C@H](C)CO)C[C@@H](C)[C@H](CN(C)C(=O)C1CCC1)O2,2.4
O=C(Nc1ccc(Cl)cc1)N1C[C@H]2[C@@H](c3ccccc31)[C@@H](CO)N2C(=O)C1CC1,0.7
O=C(N[C@@H]1CC[C@H](CCNS(=O)(=O)c2ccc(Cl)cc2)O[C@H]1CO)c1ccccn1,1.4
C/C=C/c1ccc2c(c1)O[C@@H](CN(C)C(=O)c1ccncc1)[C@H](C)CN([C@@H](C)CO)S2(=O)=O,-0.6
Cc1ccc(S(=O)(=O)N(C)C[C@@H]2OCCCC[C@H](C)Oc3ccc(NC(=O)c4ccccc4)cc3C(=O)N([C@H](C)CO)C[C@@H]2C)cc1,0.0
COc1ccc(S(=O)(=O)N(C)C[C@@H]2Oc3ccc(NS(=O)(=O)c4ccc(Cl)cc4)cc3C(=O)N([C@H](C)CO)C[C@@H]2C)cc1,1.1
C[C@H]1CN([C@@H](C)CO)C(=O)c2cc(NC(=O)Nc3ccc(F)cc3)ccc2O[C@H]1CN(C)S(=O)(=O)c1ccc(F)cc1,-2.0
C[C@@H]1CCCCO[C@@H](CN(C)S(=O)(=O)c2ccccc2)[C@H](C)CN([C@H](C)CO)C(=O)c2cc(NC(=O)Nc3ccc4c(c3)OCO4)ccc2O1,0.7
O=C(C[C@H]1C=C[C@@H](NC(=O)C2CC2)[C@H](CO)O1)NCC1CC1,-2.1
CO[C@@H]1CN(C)C(=O)c2cc(NC(=O)Nc3ccccc3)ccc2OC[C@H](C)N(CC2CC2)C[C@H]1C,1.2
C[C@@H]1CN([C@H](C)CO)C(=O)c2cc(NC(=O)CCCN(C)C)ccc2O[C@H]1CN(C)C(=O)NC1CCCCC1,0.2
CO[C@H]1CC[C@H]2CCOc3c(C#N)cccc3C(=O)N(C)C[C@H](C)C(=O)N(C)C[C@@H]1O2,-0.4
COCC(=O)N(C)C[C@@H]1Oc2cc(C#C[C@H](C)O)ccc2S(=O)(=O)N([C@@H](C)CO)C[C@H]1C,0.4
C[C@H](NC(=O)[C@@H]1N[C@@H]2c3ccc(-c4ccc(C(=O)N(C)C)cc4)c(=O)n3C[C@@H]2[C@H]1CO)c1ccccc1,0.7
C[C@@H]1CN([C@H](C)CO)C(=O)Cc2cc(NC(=O)Nc3cccc4ccccc34)ccc2O[C@H]1CN(C)Cc1ccc(C(F)(F)F)cc1,1.0
COCC(=O)N1[C@@H]2c3ccc(C4=CCCC4)c(=O)n3C[C@@H]2[C@@H](CO)[C@@H]1C(=O)N1CCN(C)CC1,-0.7
CC(=O)N1[C@@H]2c3cccc(=O)n3C[C@H]1[C@H](CO)[C@H]2C(=O)N1CCc2ccccc2C1,0.5
C[C@H](CO)N1C[C@H](C)[C@@H](CN(C)C(=O)c2ccc(F)cc2)Oc2ncc(C#CCN(C)C)cc2C1=O,-0.2
CCCC(=O)Nc1ccc2c(c1)C(=O)N(C)[C@@H]1CC[C@@H](CC(=O)NCC3CCCCC3)O[C@@H]1CO2,0.3
CC(C)NC(=O)Nc1ccc2c(c1)C(=O)N([C@H](C)CO)C[C@H](C)[C@H](CN(C)Cc1ccc(Cl)c(Cl)c1)OCCCC[C@@H](C)O2,-0.2
COc1ccc2c3c(n(C)c2c1)[C@H](CO)N(C(=O)Nc1ccccc1F)CC31CN(C(=O)c2ccccc2F)C1,0.2
C[C@H]1CN([C@@H](C)CO)C(=O)c2cc(NS(=O)(=O)c3ccc(F)cc3)ccc2O[C@H]1CN(C)Cc1ccc(-c2ccccc2)cc1,0.3
C[C@@H]1CCCCO[C@@H](CN(C)S(=O)(=O)c2ccccc2)[C@@H](C)CN([C@H](C)CO)C(=O)c2cc(NS(=O)(=O)c3cn(C)cn3)ccc2O1,0.1
O=C(C[C@H]1C=C[C@H](NC(=O)Nc2ccc3c(c2)OCO3)[C@H](CO)O1)NCCCN1CCOCC1,-0.1
C[C@@H]1CN([C@H](C)CO)C(=O)Cc2cc(NC(=O)Nc3ccc4c(c3)OCO4)ccc2O[C@H]1CN(C)C(=O)NC1CCCCC1,0.4
C[C@H](CO)N1C[C@H](C)[C@@H](CN(C)C(=O)C2CCCCC2)OCCCC[C@H](C)Oc2ccc(NC(=O)Nc3cccc4ccccc34)cc2C1=O,-0.9
O=C(NCC[C@@H]1CC[C@@H](NS(=O)(=O)c2cccc(F)c2)[C@H](CO)O1)C1CCOCC1,0.3
CN(C)CC(=O)N[C@@H]1CC[C@@H](CCNC(=O)C2CCCC2)O[C@H]1CO,0.2
COc1ccc(S(=O)(=O)N2CCCCN3[C@H](C2)[C@H](c2ccc(C4=CCCCC4)cc2)[C@@H]3CO)cc1,-1.8

# Three successive entries already listed, quoted:
SMILES,TcdB inh
O=C(C[C@H]1C=C[C@H](NC(=O)Nc2ccc3c(c2)OCO3)[C@H](CO)O1)NCCCN1CCOCC1,-0.1
C[C@@H]1CN([C@H](C)CO)C(=O)Cc2cc(NC(=O)Nc3ccc4c(c3)OCO4)ccc2O[C@H]1CN(C)C(=O)NC1CCCCC1,0.4
C[C@H](CO)N1C[C@H](C)[C@@H](CN(C)C(=O)C2CCCCC2)OCCCC[C@H](C)Oc2ccc(NC(=O)Nc3cccc4ccccc34)cc2C1=O,-0.9

# The results go on.
SMILES,TcdB inh
C[C@H](CO)N1C[C@H](C)[C@H](CN(C)C(=O)c2cccc(F)c2)Oc2cc(-c3ccncc3)ccc2S1(=O)=O,0.5
C[C@H](CO)N1C[C@H](C)[C@H](CN(C)Cc2ccc3c(c2)OCO3)Oc2ncc(-c3ccc(F)cc3)cc2C1=O,0.2
CN1CCCCN2[C@H](CO)[C@@H](c3ccc(-c4ccccc4)cc3)[C@@H]2C1,0.3
COc1ccc(OC(=O)N(C)C[C@H]2OCc3ccccc3-c3c(n(C)c4ccccc34)C(=O)N([C@H](C)CO)C[C@@H]2C)cc1,1.7
Cc1ccc(S(=O)(=O)Nc2ccc3c(c2)C(=O)N([C@H](C)CO)C[C@H](C)[C@@H](CN(C)CC2CC2)O3)cc1,-0.2
O=C(C[C@@H]1C=C[C@H](NS(=O)(=O)c2ccccc2)[C@@H](CO)O1)NCc1ccncn1,-1.1
CC(C)NC(=O)Nc1ccc2c(c1)C(=O)N([C@H](C)CO)C[C@@H](C)[C@H](CN(C)C(=O)c1ccccc1)OCCCC[C@H](C)O2,-0.7
O=C(C[C@@H]1C=C[C@@H](NC(=O)C2CC2)[C@H](CO)O1)Nc1ccccc1,0.0
O=S(=O)(c1ccc(-c2ccccc2)cc1)N1CCN(Cc2ccc(OCCO)cc2)CC1,-0.2
COc1cccc(S(=O)(=O)N[C@@H]2CC[C@H](CCn3cc(-c4ccccc4)nn3)O[C@H]2CO)c1,-0.3
COc1ccc(S(=O)(=O)N(C)C[C@H]2OCCCC[C@H](C)Oc3ccc(NC(=O)NC4CCCCC4)cc3C(=O)N([C@@H](C)CO)C[C@H]2C)cc1,-0.1
C[C@@H]1CN([C@H](C)CO)C(=O)Cc2cc(NC(=O)CCCCCC(=O)Nc3ccccc3N)ccc2O[C@@H]1CN(C)S(C)(=O)=O,-0.4
Cc1noc(C)c1S(=O)(=O)N(C)C[C@H]1OCCCC[C@@H](C)Oc2ccc(NS(=O)(=O)c3ccccc3)cc2C(=O)N([C@@H](C)CO)C[C@H]1C,1.1
C[C@@H]1CCCCO[C@@H](CN(C)Cc2ccc(C(=O)O)cc2)[C@@H](C)CN([C@@H](C)CO)C(=O)c2cc(NC(=O)c3ccncc3)ccc2O1,1.3
Cc1ccccc1S(=O)(=O)NCC[C@H]1CC[C@@H](NC(=O)Nc2cccc(F)c2)[C@@H](CO)O1,0.5
COc1ccc(NC(=O)Nc2cccc3c2O[C@@H](CN(C)C(=O)NC2CCCCC2)[C@H](C)CN([C@@H](C)CO)C3=O)cc1,0.2
C/C=C/c1ccc([C@H]2[C@H]3CN(Cc4ccccc4)CC(=O)N3[C@H]2CO)cc1,0.6
C[C@@H]1CN([C@@H](C)CO)C(=O)Cc2cc(NS(=O)(=O)c3ccc(F)cc3)ccc2O[C@H]1CN(C)CC1CC1,1.4
O=C(O)[C@@H]1[C@@H](CO)[C@@H]2Cn3c(cccc3=O)[C@@H]2N1C(=O)NC1CCCC1,4.7
C[C@@H]1CN([C@H](C)CO)C(=O)c2cc(NC(=O)Cc3cn(C)c4ccccc34)ccc2O[C@@H]1CN(C)C(=O)Nc1ccccc1,0.7
CN(C)C(=O)c1ccc(-c2ccc([C@H]3[C@H](CO)N4CCCCN(Cc5cncnc5)C[C@@H]34)cc2)cc1,1.0

# Structural class, the compounds so far containing two or more sulfur atoms
SMILES,TcdB inh
COc1ccc(S(=O)(=O)N(C)C[C@@H]2Oc3ccc(NS(=O)(=O)c4ccc(Cl)cc4)cc3C(=O)N([C@H](C)CO)C[C@@H]2C)cc1,1.1
C[C@@H]1CCCCO[C@@H](CN(C)S(=O)(=O)c2ccccc2)[C@@H](C)CN([C@H](C)CO)C(=O)c2cc(NS(=O)(=O)c3cn(C)cn3)ccc2O1,0.1
Cc1noc(C)c1S(=O)(=O)N(C)C[C@H]1OCCCC[C@@H](C)Oc2ccc(NS(=O)(=O)c3ccccc3)cc2C(=O)N([C@@H](C)CO)C[C@H]1C,1.1

# Bioassay records (PubChem BioAssay)
